# JMJD2C inh = human JMJD2C demethylase inhibition. Q9H3R0. GST-JMJD2C(1-420) H3K9me3 demethylation, DELFIA europium. inhibition, % at 2.35 µM. 330,000 tested, 0.069% active. AID 2099;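 active = more than half of a compound's replicate wells show inhibition beyond 50%, single wells judged on their own value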;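 note: signal counts dimethyl H3K9 product captured on neutravidin plate; 0% = median of DMSO wells and 100% = 0.3 times that DMSO median; strong numbers were not always called active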
# TPT1 inh = blocks Candida albicans tRNA 2'-phosphotransferase; recombinant caTPT1, FP RNA substrate dephosphorylation; 300,000 tested, 0.81% active; inhibition, % at 5 µM;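 active = inhibition above the mean of all tested compounds plus 3 SD, set per screening campaign, cut at about 24% in these data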;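 note: plate controls were DMSO alone for no effect and ferristatin control at 100 nM for full effect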
# LYPLA2 counter = counter-screen for PME1 inhibitors: inhibitors of human LYPLA2. recombinant LYPLA2, FP-Rh probe fluorescence polarization. inhibition, % at 5.9 µM. 320,000 tested, 0.38% active. AID 2177;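 active = inhibition above the screen-wide mean plus 3 SD, limit set per campaign, cut at about 26% in these data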;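 note: 0% = LYPLA2 with DMSO and 100% = wells lacking LYPLA2 enzyme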
# Efflux pump inh = blocks antifungal efflux pumps in multiplex yeast assay. S. cerevisiae Candida pump triplex, Nile Red efflux. inhibition, % at 10 µM. 330,000 tested, 0.44% active;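 active = plate passing quality check with inhibition over a set limit, or well fluorescence over plate mean plus 4 SD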;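 note: Nile Red retained in pooled yeast measured as flow cytometry median fluorescence; 0% = buffer negative control and 100% = Enniatin B positive control; higher means more Nile Red kept so more efflux inhibition; some compounds called inactive have numbers as strong as hits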
# core dimer inh = HCV core protein dimerization inhibition; TR-FRET GST/Flag-core106 dimerization, 1536-well; 300,000 tested, 0.33% active; inhibition, % at 5 µM;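 active = inhibition above the mean of all tested compounds plus 3 SD, set per screening campaign, cut at about 45% in these data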
#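 Material: Tagged HCV core106 pair (GST and Flag) | Amount: GST-core106 13.5 nM, Flag-core106 17 nM | Medium: KF-containing HEPES buffer, pH 7.45, DTT, CHAPS, BSA | Reagent: Eu donor and XL665 acceptor anti-tag antibodies | Schedule: 4 h at 22.5 °C | Technique: Time-resolved FRET, ex 340 nm, em 617 and 671 nm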
# PREPL inh = inhibitors of human prolyl oligopeptidase-like enzyme PREPL | inhibition, % at 5.96 µM | AID 2751 | recombinant PREPL, fluorescence polarization activity-based probe | 320,000 tested, 0.68% active; in the data active = inhibition above about 43%;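 note: 0% = enzyme with DMSO and 100% = wells lacking enzyme; many of its hits are not listed in these tables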
# Target sequence (Q4J6C6 whole entry, looked up): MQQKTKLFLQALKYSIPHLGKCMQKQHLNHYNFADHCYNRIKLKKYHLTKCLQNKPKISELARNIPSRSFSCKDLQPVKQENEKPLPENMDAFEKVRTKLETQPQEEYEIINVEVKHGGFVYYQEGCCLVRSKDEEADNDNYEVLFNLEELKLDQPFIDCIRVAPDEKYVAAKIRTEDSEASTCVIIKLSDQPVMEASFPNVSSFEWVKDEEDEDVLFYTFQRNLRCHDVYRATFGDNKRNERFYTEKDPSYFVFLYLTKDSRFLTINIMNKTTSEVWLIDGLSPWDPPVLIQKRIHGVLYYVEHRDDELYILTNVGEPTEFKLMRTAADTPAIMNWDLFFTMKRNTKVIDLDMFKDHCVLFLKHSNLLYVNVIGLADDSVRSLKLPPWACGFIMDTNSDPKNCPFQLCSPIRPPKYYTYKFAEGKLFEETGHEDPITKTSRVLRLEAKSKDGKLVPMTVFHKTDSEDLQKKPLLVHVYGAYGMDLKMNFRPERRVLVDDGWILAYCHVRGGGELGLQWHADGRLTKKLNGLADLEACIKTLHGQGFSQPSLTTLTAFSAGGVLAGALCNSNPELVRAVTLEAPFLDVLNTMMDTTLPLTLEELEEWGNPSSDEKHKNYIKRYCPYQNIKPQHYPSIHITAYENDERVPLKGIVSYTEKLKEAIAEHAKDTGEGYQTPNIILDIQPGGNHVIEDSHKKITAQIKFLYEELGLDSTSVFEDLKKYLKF
# Fh CTSL1 inh = counter-screen for PFM18AAP inhibitors: inhibitors of F. hepatica cathepsin L1. recombinant F. hepatica cathepsin L1, Z-Leu-Arg-MCA fluorescence. inhibition, % at 5.96 µM. 300,000 tested, 0.49% active;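 active = inhibition above the mean of all tested compounds plus 3 SD, set per screening campaign, cut at about 17% in these data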;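 note: 0% = plate median of test compound wells and 100% = 1 µM Z-Phe-Ala-diazomethylketone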
# PP5 primary = blocks human protein phosphatase 5 activity. inhibition, % at 6.7 µM. P53041. purified PP5c, OMFP substrate fluorescence. 320,000 tested, 0.18% active;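 active = inhibition above the campaign's mean inhibition across all tested compounds plus 3 SD, cut at about 9.5% in these data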;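 note: 0% = DMSO only and 100% = 100 µM cantharidin control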
# PP1 inh = PP1-alpha (human) inhibition in PP5 counter-screen; AID 2235; P62136; 320,000 tested, 0.9% active; purified PP1alpha, OMFP fluorescence; inhibition, % at 6.7 µM;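 active = inhibition above the mean inhibition of all tested compounds plus 3 SD, computed separately for each screening campaign, cut at about 15% in these data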
# Target sequence (P62136 whole entry, looked up): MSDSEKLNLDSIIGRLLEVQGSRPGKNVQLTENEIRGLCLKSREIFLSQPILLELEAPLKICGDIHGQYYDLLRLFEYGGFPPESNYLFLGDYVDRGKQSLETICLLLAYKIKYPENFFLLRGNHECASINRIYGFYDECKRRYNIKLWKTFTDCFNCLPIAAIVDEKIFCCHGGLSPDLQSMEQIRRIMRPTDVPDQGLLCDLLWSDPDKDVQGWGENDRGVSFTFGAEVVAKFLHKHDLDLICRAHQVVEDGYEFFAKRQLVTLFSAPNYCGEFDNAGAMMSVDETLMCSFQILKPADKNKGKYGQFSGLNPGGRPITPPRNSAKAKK
# * hit, by the source's call; . = no result given. An excerpt; rates above refer to the full screens.
SMILES,JMJD2C inh,TPT1 inh,LYPLA2 counter,Efflux pump inh,core dimer inh,PREPL inh,Fh CTSL1 inh,PP5 primary,PP1 inh
Cc1nsc2nc3c(F)c(F)c(F)c(F)c3cc12,-4,-1,-2,-0.1,3,0,-3,1.9,-1
COc1ccc(C(=O)SC2=NCCS2)cc1,9,-4,2,0.0,-14,14,3,0.4,-5
Cc1sc2nc(COC(=O)c3cccc(OC(F)F)c3)[nH]c(=O)c2c1C,-7,0,-4,-0.1,-2,-6,2,1.2,3
O=C(O)c1ccccc1Cc1nc2cc(Cl)ccc2c(=O)[nH]1,3,1,-6,-0.1,2,-2,-4,0.9,-2
COC(=O)C1C2C=CC3(CN(Cc4cccs4)C(=O)C13)O2 (stereo not given),13,-4,5,0.0,1,-2,0,1.6,-3
CCO[C@@H]1OC(C(N)=O)=C[C@H](c2cn(C(C)=O)c3ccccc23)[C@H]1CCCO,2,1,5,0.0,3,7,-2,0.6,4
Cc1ccc(C(=O)COC(=O)CNC(=O)CN2C(=O)c3ccccc3C2=O)cc1,-14,-4,1,-0.4,5,-11,-14,0.0,-4
COCCCNC(=O)CCc1nnc2ccc(N3CCC(C)CC3)nn12,-2,1,-1,0.1,-3,3,-5,2.4,6
CN1C(=O)C(CCC(=O)O)NC1=S (stereo not given),-3,4,1,0.1,-1,18,1,-0.2,-1
Cc1ccc(NC(=O)N2CCCC(c3ccccc3)C2)cc1 (stereo not given),-23,-2,-3,-0.2,15,8,4,-1.0,-1
CCOC(=O)c1sc2ncn(CC(=O)Nc3cc(C)on3)c(=O)c2c1C,.,.,1,0.1,.,6,.,1.1,-3
CC(C)N(Cc1nccn1C)C(=O)CC1C(=O)NCCN1Cc1ccccc1C(F)(F)F (stereo not given),13,2,-4,-0.2,4,-4,2,-1.3,-11
CC(C)C[C@H](NC(=O)c1[nH]cnc1C(=O)N[C@@H](C)c1ccccc1)C(=O)OC(C)(C)C,-1,0,4,0.2,17,-35,6,9.9*,9
COC(=O)CCC(=O)OC1(C)C(=O)C2=CN(c3ccc(OC)cc3)C(c3ccc(OC)cc3)=CC2=C(Br)C1=O (stereo not given),12,6,-2,-0.1,24,37,-6,3.6,20*
COc1ccc(N2CCN(C(=O)CCc3cc(OC)c(OC)c(OC)c3)CC2)cc1,13,-2,3,-0.3,-12,13,-3,0.5,-1
Cc1ccc(/C=N/NC(=O)c2nnn(-c3nonc3N)c2-c2ccc3c(c2)OCO3)s1,-2,4,-5,0.6,-3,23,1,-1.7,1
Cc1ccc(Cn2nnc3c(=O)[nH]c(C4CCN(S(=O)(=O)c5ccccc5F)CC4)nc32)cc1,16,-3,-9,0.0,18,-8,0,-0.5,4
COc1ccc(S(=O)(=O)N(C)c2ccc(C(=O)Nc3c(C)n(C)n(-c4ccccc4)c3=O)cc2)cc1,-5,-3,5,-0.2,0,6,0,-0.1,1
O=C(Nc1ccc2c(c1)OCCO2)C1CCN(S(=O)(=O)c2cccc3nsnc23)CC1,2,0,1,0.0,2,-1,-1,-1.1,-2
O=C(NCCCN1CCCC1=O)c1ccc(CNS(=O)(=O)c2ccc(F)cc2)cc1,3,-3,3,0.0,-3,-4,-1,-0.2,-5
COc1ccccc1CNS(=O)(=O)CC12CCC(CC1=O)C2(C)C (stereo not given),-5,0,3,0.4,0,-15,5,-5.8,3
COc1ccc(C(=O)N(C)C2CCCc3ccccc32)cc1OC1CCN(C(C)C)CC1 (stereo not given),0,-3,-3,0.2,-1,3,-3,1.8,-4
Cc1cccnc1NC(=O)CN1C(=O)c2ccccc2S1(=O)=O,3,-2,-2,0.1,0,-6,-3,1.9,0
OCCN1CCN(C2CCC(c3ccc(F)cc3)c3ccc(F)cc32)CC1 (stereo not given),-5,0,1,0.5,-3,-86,7,1.5,13

# Record cards, as listed above. Order of values: JMJD2C inh	TPT1 inh	LYPLA2 counter	Efflux pump inh	core dimer inh	PREPL inh	Fh CTSL1 inh	PP5 primary	PP1 inh
# Cc1ccc(NC(=O)N2CCCC(c3ccccc3)C2)cc1 (stereo not given) across the screens: -23	-2	-3	-0.2	15	8	4	-1.0	-1
# COC(=O)CCC(=O)OC1(C)C(=O)C2=CN(c3ccc(OC)cc3)C(c3ccc(OC)cc3)=CC2=C(Br)C1=O (stereo not given) across the screens: 12	6	-2	-0.1	24	37	-6	3.6	20*
# O=C(O)c1ccccc1Cc1nc2cc(Cl)ccc2c(=O)[nH]1 across the screens: 3	1	-6	-0.1	2	-2	-4	0.9	-2
# Cc1nsc2nc3c(F)c(F)c(F)c(F)c3cc12 across the screens: -4	-1	-2	-0.1	3	0	-3	1.9	-1

# The listing continues.
SMILES,JMJD2C inh,TPT1 inh,LYPLA2 counter,Efflux pump inh,core dimer inh,PREPL inh,Fh CTSL1 inh,PP5 primary,PP1 inh
COc1ccc(C(CNC(=O)c2oc3cc(C)c(Cl)cc3c2C)N2CCCCC2)cc1 (stereo not given),27,-1,2,0.4,-4,4,6,-0.2,0
Oc1ccc(N=Cc2sc3ccccc3c2Cl)cc1,7,-1,8,-0.3,-4,23,3,6.7,6
Cc1ccc(OCC(=O)Nc2ccccc2N2CCOCC2)c(C)c1,3,-4,-4,-0.2,2,9,0,1.0,6
CC(=O)c1sc(NC(=O)c2cccnc2Cl)nc1C,10,-2,5,-0.1,-5,4,3,1.8,0
CCCCN(CCCC)c1cc(C)nc(-c2ccccc2O)n1,-5,-4,-12,0.0,1,10,1,2.2,0
CCC(CC)N1CCN(S(=O)(=O)c2ccc(OC)cc2)CC1,4,1,3,0.1,5,-7,-2,3.2,5
O=C(C1=C[C@@H](c2coc3ccccc3c2=O)C[C@@H](OCc2ccc(CO)cc2)O1)N1CCOCC1,-3,-1,-1,.,-19,27,5,0.4,3
COc1ccc(CCNC(=O)c2ccc(N3CCCCS3(=O)=O)cc2)cc1OC,36,0,1,0.1,18,11,-1,2.1,-4
Cc1cccc(C(=O)NCCc2nnc(SCC(=O)Nc3nc(C)cs3)n2C)c1,-2,-2,7,-0.1,-4,-8,-1,-0.1,-2
CCOC(=O)c1[nH]c(C)c(C(=O)Nc2cc(Cl)ccc2C)c1C,3,2,-5,0.0,0,-1,1,1.0,2
CC(Sc1ccc(Cl)cc1)C(=O)N(C)CC(=O)Nc1ccc(N2CCOCC2)cc1 (stereo not given),10,4,2,0.2,-1,-5,0,3.4,-4
Cc1ccc(C)c(OC(C)C(=O)Nc2nccs2)c1 (stereo not given),-4,0,-2,0.0,-12,1,0,2.8,-1
O=C(O)c1cc2ccccc2cc1Nc1ccccc1,10,-8,0,-0.1,2,12,2,1.7,10
Cc1ccc(-n2c(N)c(C(=O)NCc3ccco3)sc2=S)cc1,-6,-2,-1,0.1,1,10,2,2.6,-5
CCOc1ccc(S(=O)(=O)N2CCN(C(=O)CN3C(=O)NC4(CCCC4)C3=O)CC2)cc1,0,-3,3,-0.1,-1,-13,-3,-1.3,-3
CC(Oc1ccccc1)C(=O)Nc1cccc([N+](=O)[O-])c1 (stereo not given),4,-1,-4,0.0,-2,0,0,-1.0,0
FC(F)(F)c1nc2ccccc2nc1N/N=C/c1c(Cl)cccc1Cl,8,-2,-3,0.0,-1,2,1,0.2,-1
COc1ccc(NC(=O)CSc2ccc(-c3sc(C)nc3C)nn2)cc1OC,3,-2,-6,-0.1,-6,9,0,1.7,-2
COCCCN=C(c1ccco1)n1c(=S)nc(-c2ccco2)n(CCCOC)c1=S,15,3,-3,0.1,-7,8,-3,3.1,-2
Cc1ccc2[nH]c(=S)cc(C)c2c1,48,3,1,0.1,6,-6,-1,2.0,-3
COc1ccc(S(=O)(=O)N2CCCC2CNC(=O)C(=O)NCc2ccc3c(c2)OCO3)cc1 (stereo not given),-35,1,-6,0.2,1,-3,3,-0.5,9
O=C(CN1C(=O)COc2ccc(S(=O)(=O)N3CCCC3)cc21)Nc1cccc(F)c1,1,2,41*,0.1,-5,-2,2,0.8,0
COc1cccc(CNc2nc3nc(C)c(Cl)c(C)n3n2)c1,-20,6,-8,0.1,-6,2,-1,-0.5,1
O=C(NCCO)c1ccc(Cl)c(Cl)c1,-3,-3,-2,0.0,3,0,-1,0.8,-1
CCOC(=O)C1=CN(Cc2ccc(OC)cc2)C=C(C(=O)OCC)C1c1cccs1,5,3,-1,0.1,10,6,11,2.5,0
O=C1Nc2cc(C(F)(F)F)ccc2N2CCCCC12 (stereo not given),-7,-3,-4,-0.1,-13,17,3,0.3,11
O=C(CN1c2ccccc2S(=O)(=O)c2ccccc21)NCc1ccccc1,20,5,-3,0.4,5,9,-3,-3.8,-9
Cc1c([N+](=O)[O-])cnc(Sc2ccccc2)c1[N+](=O)[O-],3,0,0,-0.2,2,17,4,-1.1,0
COCCCNC(=O)CCC(=O)NNc1nc2ccccc2c2nc(-c3ccccc3)nn12,-2,2,-2,0.1,-13,-2,-2,2.1,-3
CCCCOc1ccccc1/C=N/NC(=O)CC#N,-15,4,2,0.1,-1,2,-6,2.8,-2
O=C(CCCN1C(=O)/C(=C\c2cccs2)SC1=S)NNC(=O)c1cccnc1,4,3,-4,0.2,7,-23,1,0.6,-1
CC(C)(CNS(=O)(=O)c1ccc2ccccc2c1)N1CCOCC1,-2,.,1,0.2,.,6,.,2.1,-4
COc1ccc(OC)c(NC(=O)CSc2nnc(C3CCCCC3)n2-c2ccccc2)c1,92,1,2,0.2,22,10,-2,2.4,-2
Cc1nn(Cc2ccccc2)c(Cl)c1/C=C/C(=O)OC(C(=O)NC(N)=O)C(C)C (stereo not given),5,-4,14,0.1,-1,3,-17,-1.3,1
NS(=O)(=O)c1ccc(-n2nncc2C23CC4CC(CC(C4)C2)C3)cc1,0,0,-4,-0.1,-10,2,-2,1.9,0
CCCCNC(=S)NCCN1CCCCC1,-10,-3,9,-0.1,-5,-6,-2,-0.3,-2
O=C(c1c(Cl)cccc1Cl)N1CCCCCC1,4,-4,9,0.0,-4,-5,-4,1.5,1
CC(=O)Nc1sc2c(c1C(c1ccccn1)N1CCN(C)CC1)CCCC2 (stereo not given),-18,0,1,0.0,1,17,2,-0.7,4
COc1ccc(OC)c(NC(=O)c2cccc(Cn3cc(Br)c([N+](=O)[O-])n3)c2)c1,18,1,-2,0.1,-10,19,-15,2.7,-4
COc1cccc(-n2c(CNC(=O)OC(C)(C)C)n[nH]c2=S)c1,-32,-2,5,-0.1,-7,-1,-1,0.5,4
O=C(Nc1ccc2c(c1)OCCO2)C1CC(c2ccc(F)cc2)=NO1 (stereo not given),2,0,7,0.0,-9,6,-4,1.5,1
N=C(N)Sc1nc(N2CCCCC2)nc(N2CCCCC2)n1,-19,1,-7,-0.3,5,-1,2,-0.2,0
CCOC(=O)Cn1c(C)[n+](CC(=O)c2ccccc2)c2ccccc21,-5,-3,-1,0.0,2,17,0,-0.8,-4
O=C(Nc1ccc(N2CCOCC2)cc1)Nc1cnsn1,21,6,1,0.0,-10,14,0,0.1,-3
CCOc1ncccc1C(=O)OCC(=O)Nc1cccc(C(C)=O)c1,-7,-3,6,0.0,0,20,-17,-1.1,-5
c1ccc(-c2onc3c2CCCC3)cc1,18,-3,2,-0.2,-2,12,7,-1.5,3

# Assay outcomes (PubChem)
